tolC growth inh: growth inhibitors of E. coli BW25113 tolC mutant. 2.2% of 65,000 active. OD615. AID 573. growth inhibition, % at 10 µM (by protocol);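 active = growth inhibition at or above a cutoff equal to the mean over every tested compound plus 3 SD, cut at about 60% in these data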;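 note: growth measured after 20 h incubation at 37 °C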
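Test system: E. coli BW25113 ΔtolC::kan bacteria | Medium: Kanamycin-containing LB broth (50 µg/mL) | Dosing: One dose of 10 µM final | Times: 20 h incubation with compound, 37 °C | Detection: Optical density read at 615 nm | Read-out basis: Percent growth inhibition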
5HT1E antag: 5-HT1E (human) receptor antagonism; CHO 5-HT1E Ga15 NFAT-bla reporter, FRET, antagonist; 0.99% of 65,000 active; inhibition, % at 6 µM;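 active = inhibition above a set limit, the mean inhibition across every tested compound plus 3 SD, cut at about 29% in these data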;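 note: signal is the 460 over 535 nm emission ratio of beta-lactamase substrate; 0% = agonist plus DMSO wells and 100% = wells without agonist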
Target sequence (P28566 whole entry, looked up): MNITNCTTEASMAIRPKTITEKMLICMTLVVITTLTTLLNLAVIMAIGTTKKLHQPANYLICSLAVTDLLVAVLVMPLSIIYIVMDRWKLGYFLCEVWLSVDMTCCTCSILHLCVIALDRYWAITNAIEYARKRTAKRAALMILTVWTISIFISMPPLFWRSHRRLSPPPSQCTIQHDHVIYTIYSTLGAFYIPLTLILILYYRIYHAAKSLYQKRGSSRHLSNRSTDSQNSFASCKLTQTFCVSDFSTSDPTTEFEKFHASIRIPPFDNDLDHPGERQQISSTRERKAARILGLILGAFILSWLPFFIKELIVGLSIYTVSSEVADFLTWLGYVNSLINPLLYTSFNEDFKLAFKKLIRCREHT
HTR1E agonist: agonists of human 5-HT1E serotonin receptor | P28566 | CHO 5-HT1E Ga15 NFAT-bla reporter, FRET; 0% DMSO wells, 100% control agonist wells | activation, % at 6 µM | 0.69% of 65,000 active | AID 574;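 active = activation above a set limit, the screen-wide mean activation plus 3 SD, cut at about 8.5% in these data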;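 note: 100% = positive control agonist at 1 µM giving full maximal response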
NADH enzymes: blocks coupling enzymes of NAD/NADH assays | IC50, µM (top dose mostly 10 µM), for inactives: top-dose inhibition | 0.02% of 65,000 active | coupled PK/LDH NADH assays, four targets | AID 774;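 active = single-dose screening hits from any of four coupled enzyme assays that gave an IC50 when retested across doses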;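 note: the DPM-DC format reads NADH fluorescence rather than 340 nm absorbance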
MMP13 inh: MMP13 (human) collagenase inhibition. MMP-13 fTHP FRET cleavage, Mca fluorescence. P45452. inhibition, % at 4 µM. 0.07% of 65,000 active;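 active = inhibition above the mean of compound-free control plate wells plus 3 SD, cut at about 14% in these data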;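 note: 0% = DMSO wells and 100% = wells with reference MMP-13 inhibitor after basal subtraction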
RORa activator: RORA (human) activation; CHO-K1 Gal4-RORA LBD luciferase reporter, luminescence; percent increase over mock-subtracted basal signal; AID 560; 1.5% of 65,000 active; activation, % at 10 µM;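 active = activation above the mean of all tested compounds plus 3 SD, cut at about 49% in these data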;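 note: 0% = DMSO-treated RORA cells and 100% = added signal equal to DMSO minus mock-transfected cells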
Target sequence (P35398 whole entry, looked up, the tested form may be a part): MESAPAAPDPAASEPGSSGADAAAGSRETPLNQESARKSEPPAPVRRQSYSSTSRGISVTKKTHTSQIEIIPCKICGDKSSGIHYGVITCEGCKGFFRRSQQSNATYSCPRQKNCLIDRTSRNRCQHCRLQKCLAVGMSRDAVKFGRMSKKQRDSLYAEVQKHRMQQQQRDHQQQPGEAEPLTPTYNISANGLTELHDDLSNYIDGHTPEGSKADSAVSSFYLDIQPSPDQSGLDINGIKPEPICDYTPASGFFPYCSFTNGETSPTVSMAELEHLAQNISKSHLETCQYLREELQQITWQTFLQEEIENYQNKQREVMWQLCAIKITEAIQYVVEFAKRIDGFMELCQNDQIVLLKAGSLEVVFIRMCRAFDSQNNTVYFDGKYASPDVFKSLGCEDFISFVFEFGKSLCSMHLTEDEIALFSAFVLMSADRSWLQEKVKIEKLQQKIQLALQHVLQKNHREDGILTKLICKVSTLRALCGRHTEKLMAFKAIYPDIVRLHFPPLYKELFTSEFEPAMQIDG
5HT1a antag: antagonists of human 5-HT1a serotonin receptor | inhibition, % at 10 µM | CHO 5-HT1a Ga15 NFAT-bla reporter, antagonist mode | P08908 | 0.68% of 62,000 active;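 active = inhibition above the mean of all tested compounds plus 3 SD, cut at about 43% in these data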;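 note: receptor stimulated by 5-CT agonist at 100 nM near EC80; beta-lactamase reporter measured by ratiometric fluorescence of a cleavable substrate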
5HT1a ag: agonists of human 5-HT1a serotonin receptor; CHO 5-HT1a Ga15 NFAT-bla reporter, FRET ratio; 0% basal, 100% maximal reference agonist; activation, % at 10 µM; P08908; 0.56% of 65,000 active; AID 567;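 active = activation above the screen-wide mean activation plus 3 SD, cut at about 19% in these data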;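 note: 0% = DMSO wells and 100% = 5-CT at EC100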
SF-1 act: SF-1 (human) activation | CHO-K1 Gal4-SF-1 LBD luciferase reporter; % increase over DMSO SF-1-specific signal | 1.9% of 65,000 active | Q13285 | activation, % at 10 µM;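 active = activation above the mean activation of all tested compounds plus 3 SD, cut at about 50% in these data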
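Material: Gal4–SF-1 LBD one-hybrid luciferase reporter in CHO-K1 cells | Amount: 4,000 cells per well | Compound dosing: 10 µM single point, 1% DMSO | Schedule: 20 h compound treatment, 37 °C | Measured by: SteadyLite luciferase luminescence | Evaluation: Percent activation versus DMSO | Control set: DMSO-treated SF-1-transfected cells as negative, DMSO-treated mock-transfected cells lacking SF-1 as background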
* = called active by the depositor; · = not tested or not shown; [ ] = remark or other dose.

SMILES | tolC growth inh | 5HT1E antag | HTR1E agonist | NADH enzymes | MMP13 inh | RORa activator | 5HT1a antag | 5HT1a ag | SF-1 act
Cc1nc2ccccc2c2oc(C(=O)NC3CC3)cc12 | -16 | 0 | 0.5 | 5% | -5 | -11 | 0 | -1.4 | 4
COc1ccccc1C(=O)Nc1ccc2c(c1)nc(CCNC(C)=O)n2C | 3 | 2 | 0.0 | 6% | 3 | 11 | -1 | -2.4 | 34
CCOC(=O)c1cnn2c(C(F)F)cc(C3CC3)nc12 | -7 | 14 | -0.3 | 10% | -6 | -12 | -12 | -1.0 | 5
CCc1ccc2[nH]c(=O)c(CN(CCN(C)C)C(=O)Nc3ccccc3OC)cc2c1 | -6 | -8 | 1.1 | 9% | -2 | -6 | -4 | -2.5 | 15
Cc1ccccc1NC(=O)N1CCCC(c2nc(-c3ccc(F)cc3)no2)C1 (centres undefined) | -17 | 2 | -0.4 | 5% | -2 | -6 | -13 | -2.3 | -7
CC(C)c1nc(-c2c(N)n(C)c(=O)n(C)c2=O)sc1C(=O)C(C)(C)C | -3 | -12 | -0.2 | 8% | -6 | 1 | -14 | -1.3 | -11
O=C(Nc1ncccc1Cl)c1cccc(F)c1 | 14 | -11 | -0.4 | 3% | 1 | -11 | · | -2.3 | 1
O=C1C2=C(SCCS2)C(=O)N1c1ccccc1 | -6 | 7 | -0.1 | 4% | 5 | 9 | -7 | -1.0 | -9
COC(=O)c1[nH]c2cccc(OC)c2c1NC(=O)CN1CCC(C(N)=O)(N2CCCCC2)CC1 | 1 | 0 | -0.1 | 5%[fluoresces] | -13 | -22 | 8 | -0.4 | -2
CN1C(=O)CC(N2CCN(c3ncccn3)CC2)C1=O (centres undefined) | -16 | -2 | -0.4 | 5% | 0 | -13 | -5 | -4.2 | -11
Cc1nc(N2CCN(c3ccccc3)CC2)[nH]c(=O)c1Cc1ccccc1 | 7 | 12 | -0.6 | 7% | -16 | 9 | 5 | -0.2 | -34
CCCCN(CC)S(=O)(=O)N1CCC(C(=O)NCc2ccc(F)cc2)CC1 | 9 | 2 | -0.7 | 3% | -1 | -9 | 8 | 0.6 | 2
COC(=O)c1sc(S(=O)(=O)Nc2ccc3cn[nH]c3c2)c(C(=O)OC)c1C | 4 | -4 | -0.7 | 3% | 2 | 7 | 7 | 0.8 | 10
O=C(NC1CCC(NC(=O)C2CCCO2)CC1)C1CCCO1 (centres undefined) | -13 | -4 | -0.5 | 2% | 3 | -18 | 4 | 0.0 | -2
Cc1cc2cc(C(c3nnnn3Cc3ccco3)N3CCc4ccccc43)c(=O)[nH]c2cc1C (centres undefined) | 48 | -12 | 1.0 | 8% | 6 | 20 | 5 | -0.5 | 3
CCn1c2ccccc2c2nnc(SCC(=O)NC(C(=O)OC)C(C)C)nc21 (centres undefined) | -10 | 7 | -0.9 | 7% | -2 | -19 | -11 | 0.6 | -3
CCN(CC)c1ccc(C(=S)N2CCN(c3ccccc3)CC2)cc1 | 7 | -9 | 0.2 | 5% | 3 | 4 | -6 | -1.6 | 3
Cc1cccn2c(=O)c3cc(C(=O)NCCN4CCOCC4)n(Cc4ccccc4)c3nc12 | -12 | -4 | 1.7 | 9%[fluoresces] | -17 | -2 | -9 | -4.1 | 2
O=C(CCCN1CCC(c2ccccc2)C1)c1ccc2c(c1)OCCO2 (centres undefined) | -9 | -1 | 7.8 | 3% | 4 | -6 | 82* | 5.8 | -5
CCCS(=O)(=O)N1CCN(Cc2ccccc2C(F)(F)F)CC1 | -6 | -1 | -0.1 | 2% | -1 | -20 | 2 | -1.1 | -2
CN1/C(=C\C(=O)COC(=O)Cn2nnc(-c3ccccc3)n2)C(C)(C)c2ccccc21 | 14 | -10 | -0.3 | 3% | -10 | 24 | -5 | -1.7 | 1
O=S(=O)(NCCc1ccccc1)c1cccc(S(=O)(=O)N2CCOCC2)c1 | 4 | 2 | 0.0 | 5% | 2 | -13 | 13 | -0.3 | 6
Cc1ccc(Cn2nnc3c(=O)[nH]c(C4CCN(C(=O)c5cccs5)CC4)nc32)cc1 | 14 | 7 | 0.8 | 1% | -9 | -10 | -8 | 1.0 | -5
S=c1[nH]nc(-c2ccncc2)n1Cc1ccccc1 | -4 | -5 | 0.1 | 16% | 0 | -2 | -5 | 0.5 | 1
COc1cc(OC)cc(C(=O)NCC2CCCO2)c1 (centres undefined) | -17 | -5 | -0.7 | 5% | -2 | -28 | -5 | -1.8 | -7
CC1=C(C(=O)Nc2ccccc2)C(c2ccc(C)o2)n2c(s/c(=C\c3ccco3)c2=O)=N1 (centres undefined) | 44 | 42* | -0.2 | 5% | 10 | 16 | 28 | -0.4 | 31
CN(C)c1nc(N)nc(/C(C#N)=C/C2CC3C=CC2C3)n1 (centres undefined) | 8 | 2 | 0.3 | 1% | 7 | -11 | -8 | -2.1 | -5
Clc1ccc(-c2nnc3sc(-c4ccc(Br)o4)nn23)c(Cl)c1 | -7 | 1 | 1.0 | 7% | 2 | 1 | -17 | -0.7 | -10
Cc1cccc2nc(CSc3nncn3-c3ccccc3)cn12 | -3 | -1 | -0.5 | 3% | -1 | 4 | -6 | 1.4 | 13
CCOc1ccc(-n2c3nc4ccccc4nc3c3c(=O)n(Cc4ccco4)cnc32)cc1 | 5 | -11 | 2.4 | 0% | -2 | 0 | · | 2.8 | -11
CNc1nc(C)c(C#N)cc1C(C)=O | 18 | -10 | 0.0 | 3% | -28 | -5 | · | -0.1 | -4
COc1ccc(CNC(=O)c2cccc(N3CCCC3=O)c2)cc1 | -6 | -4 | 0.6 | 3% | 0 | -9 | -9 | -6.1 | 23
CC1=C(C(=O)NCc2ccccc2)C(c2cccs2)n2ncnc2N1 (centres undefined) | -1 | -11 | 0.6 | 4% | 0 | 1 | -2 | 1.0 | 1
O=S(=O)(Cc1ccccc1)Nc1ccc(S(=O)(=O)NCC2CCCO2)cc1 (centres undefined) | 0 | 13 | -0.2 | 3% | 2 | -11 | 12 | -2.6 | 4
COc1ccc(F)cc1S(=O)(=O)Nc1ccc2c(c1)OCCO2 | 1 | 8 | -0.4 | 3% | -4 | 16 | -3 | 0.7 | -16
CCN(CC)C(=O)C1CCN(S(=O)(=O)c2ccc3oc4ccccc4c3c2)CC1 | 16 | 6 | 0.9 | 0% | -1 | -13 | 8 | -0.4 | -4
COc1cccc(NC(=O)C2CC(=O)N(C)C(=Nc3cccc(F)c3)S2)c1 (centres undefined) | 20 | 3 | 0.0 | 3% | -4 | -2 | -2 | 1.3 | 11
C=CCn1c(SCC(=O)Nc2nc(C)cs2)nnc1C(CO)NC(=O)c1ccccc1 (centres undefined) | 2 | 1 | -0.5 | 8% | 4 | 20 | -3 | -0.7 | 5
COc1ccccc1CNC(=O)C1CCN(S(=O)(=O)N2CCCCC2)CC1 | -5 | 9 | -0.1 | 4% | -4 | -11 | -10 | -1.8 | 12
CC(C)NC(=O)Cn1nnc(-c2ccc(Cl)cc2)n1 | -6 | -15 | -0.1 | 6% | 4 | -5 | -15 | -5.4 | 2
COc1ccc2c(c1)c(C(=O)CN1CCN(C(=O)c3ccco3)CC1)c(C)n2C | 4 | 7 | 0.7 | 6% | -1 | -1 | 8 | -0.6 | -21
Cc1ccc2c(c1)c(C)c(C)n2CC(O)CN1CCCCC1C (centres undefined) | -1 | -2 | 0.0 | 3% | -8 | -3 | 1 | -0.4 | -14
CCC(CC)C(=O)Nc1cccc(C(=O)N2CCCC2)c1 | -15 | 13 | -0.5 | 4% | 4 | 11 | 2 | -6.3 | -2
COC(=O)c1nc(NC(=O)C(C)(C)C)n[nH]1 | 7 | -3 | -1.6 | 4% | 4 | 9 | -6 | -2.2 | 0
COc1ccc(/C(O)=C2\C(=O)C(=O)N(c3cc(C)on3)C2c2ccc(OC)c(OC)c2)cc1OC (centres undefined) | -16 | 9 | 0.2 | 8% | -2 | -27 | 5 | -1.7 | -17
Cc1nonc1NC(=O)CSc1nnc(-c2ccoc2C)n1C | -13 | -5 | 1.1 | 13% | 0 | 8 | 4 | -3.9 | -10
O=C1C2CC=CCC2C(=O)N1c1nc2n(n1)C(c1ccccc1)CC(c1ccccc1)N2 (centres undefined) | 17 | -3 | 2.8 | 10% | -4 | 14 | -11 | 0.1 | -15
Cc1ccccc1-n1c(SCc2ccccn2)nc2n[nH]c(C)c2c1=N | 24 | 57* | 0.8 | 8% | -9 | 1 | -93 | 5.2 | 6
CCOC(=O)c1ccc(N=Cc2nc3ccccc3n2C)cc1 | -17 | -6 | 0.4 | 2% | 2 | 16 | -11 | -1.2 | 23
O=C(C1CC(c2ccc(F)cc2)=NO1)N1CCCCC1 (centres undefined) | -8 | -5 | 0.8 | 4% | -6 | 18 | -4 | 0.2 | 55*
CN1CCN(Cc2ccc(-c3ccc(Cl)cc3)o2)CC1 | 1 | 2 | 0.8 | 3% | -1 | 18 | -1 | 0.1 | 1
CCn1c(SCC(=O)NCC2CCCO2)nnc1-c1c[nH]c2ccccc12 (centres undefined) | 0 | 4 | -1.2 | 9% | 1 | -16 | 6 | -1.6 | -1
Cc1ccc(-c2c3c(=O)n(C)c(=O)n(C)c3cn2-c2ccccc2O)cc1 | 20 | 4 | 0.5 | 6%[fluoresces] | -21 | 25 | -6 | 0.3 | 6
COc1ccc(C(O)CNc2ccc(C)cc2)cc1 (centres undefined) | 5 | 1 | 0.2 | 2% | 0 | 29 | 11 | -2.0 | 20
O=C(O)COc1ccc2occ(C(=O)c3ccccc3)c2c1 | -6 | -3 | -0.4 | 1% | -1 | -14 | 8 | -2.5 | -6
O=C(c1ccccc1)N(Cc1ccccc1)c1ccccn1 | -2 | 5 | 0.0 | 1% | -6 | -8 | -2 | -3.8 | 0
O=C(c1ccc(Br)s1)N1CCN(Cc2ccc3c(c2)OCO3)CC1 | 32 | 7 | -1.2 | 6% | 2 | -4 | 21 | -4.7 | 5
Cc1sc2ncn(CC(=O)OC(C)C(=O)NC(C)(C)C)c(=O)c2c1C (centres undefined) | 2 | -1 | 0.3 | 4% | 6 | 7 | -5 | 98* | -14
CCOC(=O)N1CCN(C(=O)CN(c2cccc(C)c2)S(=O)(=O)c2ccccc2)CC1 | 10 | 5 | -0.5 | 3% | 2 | 1 | -15 | 0.6 | -10

Looked up by compound from the entries so far (three):
SMILES | tolC growth inh | 5HT1E antag | HTR1E agonist | NADH enzymes | MMP13 inh | RORa activator | 5HT1a antag | 5HT1a ag | SF-1 act
Cc1nonc1NC(=O)CSc1nnc(-c2ccoc2C)n1C | -13 | -5 | 1.1 | 13% | 0 | 8 | 4 | -3.9 | -10
O=C(O)COc1ccc2occ(C(=O)c3ccccc3)c2c1 | -6 | -3 | -0.4 | 1% | -1 | -14 | 8 | -2.5 | -6
CCn1c(SCC(=O)NCC2CCCO2)nnc1-c1c[nH]c2ccccc12 (centres undefined) | 0 | 4 | -1.2 | 9% | 1 | -16 | 6 | -1.6 | -1

Screening results as filed in PubChem BioAssay.
